Compound activity from PubChem BioAssay.
N370S GC mod: inhibitors or activators of N370S glucocerebrosidase for Gaucher disease; P04062; N370S GC spleen homogenate, 4MU-glucoside fluorescence; Potency, µM (top dose mostly 59.4 µM), for inactives: at the top dose activity change, negative = inhibition, actives largely listed as inhibitors; 0.092% of 330,000 active; AID 2101;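 also: 0% = full enzyme activity and -100% = no enzyme basal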
FEN1 inh: human FEN1 inhibition | P39748 | Recombinant FEN1 flap cleavage, fluorescence, 15 min | Potency, µM (highest dose often 114 µM), for inactives: at the top dose activity change, negative = inhibition, usual class: inhibitors | 0.35% of 390,000 active; also: nearly all actives have a fitted effect of over 65% in size
Target sequence (P39748 whole entry, looked up): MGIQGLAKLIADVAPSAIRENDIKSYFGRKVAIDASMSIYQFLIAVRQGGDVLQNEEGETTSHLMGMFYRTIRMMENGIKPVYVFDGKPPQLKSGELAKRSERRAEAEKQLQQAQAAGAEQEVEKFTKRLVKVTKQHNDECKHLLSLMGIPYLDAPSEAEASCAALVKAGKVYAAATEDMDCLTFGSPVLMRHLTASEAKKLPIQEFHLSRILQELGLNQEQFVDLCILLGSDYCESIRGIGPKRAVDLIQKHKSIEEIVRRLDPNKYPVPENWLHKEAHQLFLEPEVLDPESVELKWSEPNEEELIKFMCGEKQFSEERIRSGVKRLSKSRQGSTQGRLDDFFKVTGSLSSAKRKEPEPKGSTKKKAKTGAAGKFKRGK
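Concentration–response screening of FEN1 (10 nM): 15 min compound preincubation at room temperature, reaction started with 50 nM substrate and read at 0 and 15 min. Corrected, normalized data were fitted by a four-parameter Hill equation.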
KAT2A inh: GCN5L2 (KAT2A) acetyltransferase inhibition. Q92830. GCN5L2 HAT assay, ThioGlo1 CoA-SH fluorescence. Potency, µM (titrated, usually from 58.9 µM), without a hit: at the highest dose activity change, negative = inhibition, usual class: inhibitors. 0.21% of 390,000 active
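Titration-based screen in which CoA formation is detected via maleimide probe ThioGlo1 (50uM) turning fluorescent on thiol reaction; substrates H3(1-25) 75uM and acetyl-CoA 70uM, GCN5L2 20nM, 20 min incubation at room temperature.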
The depositor's hits bear a star; & = joins results of further samples. Calls follow the shape of the dose curve; as a rule, active = well fitted curve in the direction sought with a large enough effect; inconclusive = small, poorly fitted or top-dose-only effect, or another doubt; inactive = no such curve, though single readings can be large; an effect the other way counts as inactive or inconclusive. Unless noted, % is scaled to controls: 0 for no effect and ±100 for the full control effect; potency is read from the fitted curve at half-maximal effect.

`Cc1ccc(-c2c(C(=O)N/N=C/c3sccc3C)nnn2-c2nonc2N)cc1` gave N370S GC mod inconclusive, FEN1 inh -7% and KAT2A inh -5%.
Cc1cc(N2CCN(S(=O)(=O)c3ccc(Br)cc3)CC2)n2ncnc2n1 was read as N370S GC mod 1%, FEN1 inh 1% and KAT2A inh -3%.
Screening CCOC(=O)n1c(=O)n(Cc2ccc(F)cc2)c2ccccc21 returned N370S GC mod -9%, FEN1 inh 3% and KAT2A inh -9%.
For Cc1ccc(-n2c(=O)[nH]c3c(C(N)=O)nc(-c4ccc(C)o4)nc32)cc1 the results were N370S GC mod 29%, FEN1 inh -5% and KAT2A inh -2%.
COc1ccc(-c2noc(Cn3cc(S(=O)(=O)N4CCCC4)ccc3=O)n2)cc1 was read as FEN1 inh 8% and KAT2A inh -2%.
Screening COCCNc1nnc(SCC(=O)NNC(=O)c2ccccc2)s1 returned N370S GC mod -1%, FEN1 inh 5% and KAT2A inh -3%.
For O=C(NC1CCCCC1)c1cnn2c(C(F)(F)F)cc(-c3ccco3)nc12 the results were N370S GC mod inconclusive, FEN1 inh -18% and KAT2A inh -10%.
CCCCOP(=O)(OCCCC)C1(NS(=O)(=O)c2ccccc2)C=CC(=O)c2ccccc21 (stereo not drawn) was read as N370S GC mod -12%, FEN1 inh -12% and KAT2A inh -8%.
For O=C(CN(C(=O)c1csnn1)c1ccccc1F)NCc1ccc2c(c1)OCO2 the results were N370S GC mod 3%, FEN1 inh 2% and KAT2A inh -1%.
For COc1ccc(N(CCCN2C(=O)c3cccc4cccc(c34)C2=O)C(=O)c2cccnc2)cc1 the results were N370S GC mod 13%, FEN1 inh 1% and KAT2A inh -15%.
`CCOc1ccc(OCC)c(NC(=O)CN2CCN(c3cccc(C)c3C)CC2)c1` gave N370S GC mod 6%, FEN1 inh 5% and KAT2A inh 1%.
Cc1ccc(Cl)cc1N1CCN(C(=O)CCCn2c(=O)[nH]c3ccc(Br)cc3c2=O)CC1 was read as FEN1 inh -15% and KAT2A inh -11%.
Cc1nnc(SCCn2c(N3CCCC(C)C3)nc3c2c(=O)[nH]c(=O)n3C)s1 (stereo not drawn) was read as N370S GC mod -4%, FEN1 inh -7% and KAT2A inh -4%.
CC1CCN(c2nc3c(c(=O)n(C)c(=O)n3C)n2CCSc2ncccn2)CC1 was read as N370S GC mod -12%, FEN1 inh -1% and KAT2A inh -9%.
CC1=CC(=O)C(C(C)C)=C/C1=C(\c1cc(C(C)C)c(OP(=O)(O)O)cc1C)c1ccccc1C(=O)O was read as N370S GC mod -8%, FEN1 inh 1% and KAT2A inh -22%.
Screening COc1ccccc1N1CCN(C(=O)c2noc(C)c2[N+](=O)[O-])CC1 returned N370S GC mod -4%, FEN1 inh 14% and KAT2A inh -3%.
For CCOc1ccccc1CNC(=O)c1cc2n(n1)CCCN(Cc1ccc(C)cc1)C2=O the results were FEN1 inh -11% and KAT2A inh 22%.
CC(=O)N1c2c(cc(Br)cc2S(=O)(=O)NCc2ccc3c(c2)OCO3)CC1C (stereo not drawn) was read as N370S GC mod 3%, FEN1 inh -12% and KAT2A inh -6%.
Cc1ccc(S(=O)(=O)CCc2ccccn2)cc1 was read as N370S GC mod 1%, FEN1 inh -3% and KAT2A inh 0%.
`CSc1n[nH]c(NC2=CC(=O)CCC2)n1` gave N370S GC mod 0%, FEN1 inh -4% and KAT2A inh -1%.
`Cc1cc(C(F)F)n2ncc(C(=O)N3CCc4ccccc4C3)c2n1` gave N370S GC mod 7%, FEN1 inh 0% and KAT2A inh -26%.
For O=C(Nc1nccs1)c1ccc(Cl)cc1[N+](=O)[O-] the results were N370S GC mod 8%, FEN1 inh -1% and KAT2A inh -3%.
Screening CCOc1c(S(=O)(=O)N2CCCC2)ccc(Cl)c1Cl returned N370S GC mod 11%, FEN1 inh 11% and KAT2A inh -16%.
For O=C(NC1CC1)c1cc2c(s1)CS(=O)(=O)C2 the results were N370S GC mod 5%, FEN1 inh -4% and KAT2A inh -1%.
`COc1ccc(OC)c(NC(=O)CCNC(=O)Cn2cnc3ccccc3c2=O)c1` gave N370S GC mod -2%, FEN1 inh 20%&-6% and KAT2A inh -3%&-11%.
For COc1ccccc1C(=O)Nc1ccc2c(C)cc(=O)oc2c1 the results were N370S GC mod -7%, FEN1 inh -2% and KAT2A inh -14%.
`COc1ccc([N+](=O)[O-])cc1NC(=O)c1cn(-c2ccc(C)c(C)c2)c(=O)c2ccccc12` gave N370S GC mod -4%, FEN1 inh 7% and KAT2A inh -6%.
CCN(C[C@H]1N[C@@](CC)(C(=O)OC)[C@H]2C(=O)N(Cc3ccccc3)C(=O)[C@@H]12)C(C)=O was read as FEN1 inh -13% and KAT2A inh -2%.
`O=C(c1ccccc1NS(=O)(=O)c1cccc([N+](=O)[O-])c1)N1CCCC1` gave N370S GC mod -3%, FEN1 inh 0% and KAT2A inh -7%.
Screening COCC(=O)N1CCC(Oc2ccc(C(=O)NC3CCOC(C)(C)C3)cc2)CC1 (stereo not drawn) returned N370S GC mod -1%, FEN1 inh 5% and KAT2A inh -29%.
Screening Cc1ccc(-n2ncc3c(NCCCN4CCCC4=O)ncnc32)c(C)c1 returned N370S GC mod -8%, FEN1 inh 8% and KAT2A inh -2%.
`Cn1cnnc1SCC(=O)Nc1sc2c(c1C(N)=O)CCC2` gave N370S GC mod 4%, FEN1 inh 32µM* and KAT2A inh inconclusive.
Screening Cc1ccc(OCCCC(=O)Nc2ccc(S(=O)(=O)N3CCOCC3)cc2)cc1 returned FEN1 inh -21% and KAT2A inh -1%.
Screening CC1CCCC(C)N1NC(=O)c1cccc(S(=O)(=O)N2CCc3ccccc32)c1 (stereo not drawn) returned N370S GC mod -6%, FEN1 inh -5% and KAT2A inh -4%.
`O=C(Oc1ccccc1N1C(=O)C2CCCCC2C1=O)c1ccccc1` (stereo not drawn) gave N370S GC mod inconclusive, FEN1 inh -1% and KAT2A inh -7%.
O=C(NCCc1ccccc1)C1CCCN(S(=O)(=O)c2cccc3nonc23)C1 (stereo not drawn) was read as FEN1 inh -2% and KAT2A inh -4%.
COc1ccc(-c2nnc(SCC(=O)NCC3CCCO3)o2)cc1 (stereo not drawn) was read as N370S GC mod -1%, FEN1 inh 2% and KAT2A inh inconclusive.
Nc1nc(-c2ccc(Oc3ccccc3)cc2)cs1 was read as N370S GC mod 5%, FEN1 inh 8% and KAT2A inh -15%.
`FC(F)(F)c1cc(-c2ccco2)nc(NCc2ccco2)n1` gave N370S GC mod 6%, FEN1 inh inconclusive and KAT2A inh -7%.
`COc1cccc(-c2nnc(SCCC(=O)O)n2C)c1` gave N370S GC mod 12%, FEN1 inh 1% and KAT2A inh -7%.

Looked up by structure from above:
Screening Cc1ccc(OCCCC(=O)Nc2ccc(S(=O)(=O)N3CCOCC3)cc2)cc1 returned FEN1 inh -21% and KAT2A inh -1%.
Screening CCOc1c(S(=O)(=O)N2CCCC2)ccc(Cl)c1Cl returned N370S GC mod 11%, FEN1 inh 11% and KAT2A inh -16%.
`COc1ccc([N+](=O)[O-])cc1NC(=O)c1cn(-c2ccc(C)c(C)c2)c(=O)c2ccccc12` gave N370S GC mod -4%, FEN1 inh 7% and KAT2A inh -6%.

(more compounds)
CC(=O)N1CCc2ccccc2C1CC(=O)O (stereo not drawn) was read as N370S GC mod -1%, FEN1 inh -4% and KAT2A inh -3%.
For COCc1nnc(NC(=O)CCSc2ccccc2)s1 the results were N370S GC mod 4%, FEN1 inh -3% and KAT2A inh -16%.
`Cc1ccc(NC(=O)CCc2nc3sc4c(c3c(=O)[nH]2)CCCC4)c(Br)c1` gave N370S GC mod 0%, FEN1 inh -3% and KAT2A inh -35%.
For COc1ccc(-n2ncc3c2CC(C)(C)CC3NC(=O)c2ocnc2C)cc1 (stereo not drawn) the results were N370S GC mod -10%, FEN1 inh -7% and KAT2A inh -2%.
For COCc1cc(=O)n2[nH]c(-c3cccc(Br)c3)cc2n1 the results were N370S GC mod 27%, FEN1 inh -10% and KAT2A inh -3%.
`CCOC(=O)C1C(C(=O)OC)=C(C(=O)OC)c2ccccc2N1S(=O)(=O)C(F)(F)F` (stereo not drawn) gave N370S GC mod -5%, FEN1 inh 14% and KAT2A inh -1%&17%.
For C/C(=N\Nc1ccc([N+](=O)[O-])cc1)c1ccc(N)cc1 the results were N370S GC mod 10%, FEN1 inh 17% and KAT2A inh -6%.
`CC(C)CNS(=O)(=O)c1ccc(S(=O)(=O)N2CCCN(Cc3ccccc3)C2)cc1` gave N370S GC mod -12%, FEN1 inh 5% and KAT2A inh -2%.
Screening Cn1c(SCCOc2ccccc2Cl)nnc1-c1ccncc1 returned N370S GC mod -4%, FEN1 inh 5% and KAT2A inh -7%.
`C=CCNC(=S)N1CCc2c([nH]c3ccccc23)C1C` (stereo not drawn) gave N370S GC mod 10%, FEN1 inh -2% and KAT2A inh -3%.
`Nc1ncnc2c1ncn2[C@@H]1O[C@H](CNS(=O)(=O)c2ccc3c(c2)CCN(C(=O)C(F)(F)F)C3)[C@@H](O)[C@H]1O` gave FEN1 inh 15% and KAT2A inh -1%.
For C[n+]1nc(Nc2ccccc2)sc1-c1ccc(C(=O)O)cc1 the results were N370S GC mod 3% and KAT2A inh -3%.
For COc1cccc(N2CCN(S(=O)(=O)c3cc(-c4cc(C)no4)ccc3C)CC2)c1 the results were FEN1 inh -4% and KAT2A inh 0%.
Screening CC1CCC(NC(=O)Cn2c(=O)oc3cc(S(=O)(=O)N4CCCC4)ccc32)CC1 (stereo not drawn) returned N370S GC mod -1%, FEN1 inh 12% and KAT2A inh -6%.
`COc1cc(C(=O)NCCC(=O)N2CCC3(CC2)NCCc2[nH]cnc23)cc(OC)c1OC` gave N370S GC mod -4%, FEN1 inh 1% and KAT2A inh -8%.
`COc1ccc(-c2nc3ccccc3o2)cc1NC(=O)c1ccc(OCC(C)C)cc1` gave FEN1 inh 1% and KAT2A inh -1%.
`CCOc1ccc(NC(=O)N2CCC(n3c(=O)[nH]c4ccccc43)CC2)cc1` gave N370S GC mod 3%, FEN1 inh 12% and KAT2A inh 0%.
For O=C(Cc1ccc(O)cc1)N/N=C/c1cccs1 the results were N370S GC mod -14%, FEN1 inh -10% and KAT2A inh -20%.
Cc1nc2ccc(S(=O)(=O)Nc3cccc(-c4nc5cccnc5s4)c3C)cc2s1 was read as N370S GC mod -18%, FEN1 inh -22% and KAT2A inh -5%.
O=C(CN1C(=O)CCSc2ccccc21)Nc1ccccc1F was read as FEN1 inh 13% and KAT2A inh -2%.
`O=C(NNC(=O)c1cc2ccccc2[nH]1)OCc1ccccc1` gave FEN1 inh 1% and KAT2A inh 0%.
For CCN(CC)c1cc(C)c2cc(NC(=O)c3ccccc3Cl)ccc2n1 the results were FEN1 inh -1% and KAT2A inh -11%.
Cn1ncc(N2CCN(S(=O)(=O)c3ccc(Br)cc3)CC2)c(Cl)c1=O was read as N370S GC mod 2%, FEN1 inh -1% and KAT2A inh 2%.
Screening Cc1ccc(S(=O)(=O)Oc2cccc(/C=N/Nc3ccc(C(=O)O)cc3)c2)cc1 returned N370S GC mod 7%, FEN1 inh -23% and KAT2A inh 2%.
`Cc1cccc(C)c1NC(=O)N1C2CCCC1CC(NC(=O)C(C)(C)C)C2` (stereo not drawn) gave N370S GC mod 0%, FEN1 inh 2% and KAT2A inh -1%.
Screening Cc1ccccc1SCC(=O)Nc1cccc(C#N)c1 returned N370S GC mod 6%, FEN1 inh -1% and KAT2A inh -1%.
For COc1ccc(/C=C(\NC(=O)c2ccc([N+](=O)[O-])cc2)C(=O)NCCCN2CCOCC2)cc1 the results were N370S GC mod -8%, FEN1 inh -4% and KAT2A inh -3%.
Screening Cc1ccc(NC(=O)c2cnn(-c3ccccc3)c2C)cc1C returned N370S GC mod -5%, FEN1 inh -14% and KAT2A inh inconclusive.
`O=C(CSc1nc(=O)n(CCN2CCOCC2)c2c1CCC2)Nc1ccccc1` gave FEN1 inh -9% and KAT2A inh -4%.
For COc1ccc(-c2csc(NC(=O)C3CCN(C(=O)c4ccc(F)cc4)CC3)n2)cc1OC the results were N370S GC mod -16%, FEN1 inh -2% and KAT2A inh inconclusive.

Already shown: an excerpt of the list.
For CCN(CC)c1cc(C)c2cc(NC(=O)c3ccccc3Cl)ccc2n1 the results were FEN1 inh -1% and KAT2A inh -11%.
Cn1ncc(N2CCN(S(=O)(=O)c3ccc(Br)cc3)CC2)c(Cl)c1=O was read as N370S GC mod 2%, FEN1 inh -1% and KAT2A inh 2%.
Screening Cc1ccc(S(=O)(=O)Oc2cccc(/C=N/Nc3ccc(C(=O)O)cc3)c2)cc1 returned N370S GC mod 7%, FEN1 inh -23% and KAT2A inh 2%.
`Cc1cccc(C)c1NC(=O)N1C2CCCC1CC(NC(=O)C(C)(C)C)C2` (stereo not drawn) gave N370S GC mod 0%, FEN1 inh 2% and KAT2A inh -1%.
Screening Cc1ccccc1SCC(=O)Nc1cccc(C#N)c1 returned N370S GC mod 6%, FEN1 inh -1% and KAT2A inh -1%.

This is a subset (hit frequency here may not be typical).
